# Screening data (PubChem)
# DRD3 agonist – qHTS of D3 Dopamine Receptor Agonist: qHTS; AID 652048, 2013; D(3) dopamine receptor (Homo sapiens), P35462; max activation, %; 410,000 tested, 0.58% active; D3R DiscoveRx beta-arrestin cells, luminescence, 90 min; in the data active = max activation above about 30%; note: 0% is about no effect; mostly tested at two doses, the higher about 12 µM
# Target sequence (P35462 whole entry, looked up): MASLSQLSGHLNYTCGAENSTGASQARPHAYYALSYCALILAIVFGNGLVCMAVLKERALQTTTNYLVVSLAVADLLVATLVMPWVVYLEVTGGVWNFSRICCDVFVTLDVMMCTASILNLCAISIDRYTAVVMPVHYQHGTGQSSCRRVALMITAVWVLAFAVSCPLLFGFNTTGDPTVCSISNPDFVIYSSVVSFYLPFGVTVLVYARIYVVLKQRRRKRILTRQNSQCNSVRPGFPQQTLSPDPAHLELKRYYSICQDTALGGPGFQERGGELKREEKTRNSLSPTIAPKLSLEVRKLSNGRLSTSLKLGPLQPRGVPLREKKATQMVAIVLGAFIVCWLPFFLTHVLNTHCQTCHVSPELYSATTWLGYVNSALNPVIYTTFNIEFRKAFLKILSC
#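 Agonist-mode cell screen: cells plated at 1500/well and incubated overnight at 37 °C, then exposed to library compounds for 90 min at 37 °C. Detection reagent was added for 30–60 min at room temperature, and luminescence was read.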
# KB-V1 cytotox – qHTS assay for MDR1-selective chemotherapeutics: Primary screen using the drug-selected MDR subline cells KB-V1; Potency, µM (highest dose often 46.1 µM), without a hit: at the top dose activity change, negative = cytotoxicity, usual class: cytotoxic; AID 1347076, 2019; KB-V1 MDR cells viability, CellTiter-Glo, 72 h; 400,000 tested, 3.4% active; note: potency is the fitted concentration of half-maximal effect; % is set by controls: 0 for no effect and ±100 for the full control effect; nearly all actives have a fitted effect of over 60% in size
#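 KB-V1, DMEM (no phenol red) + 10% FBS; cpd pin-transferred, titration series; 72 h, 37 degrees C; CellTiter-Glo, luminescence. Data normalized, curve-fit.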
# HEK293 tox – qHTS of GLP-1 Receptor Inverse Agonists: Cytotox Screen; HEK293 cAMP-luciferase reporter cells, luminescence, 24 h; Potency, µM (series often up to 38.3 µM), for the others: top-dose activity change, negative = inhibition, hits mostly inhibitors; 410,000 tested, 0.13% active; AID 624418, 2012;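 note: loss of luciferase light is scored as toxicity; potency is the fitted concentration of half-maximal effect; % is set by controls: 0 for no effect and ±100 for the full control effect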
#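 Here, cytotoxicity is scored as loss of luminescence. The MLSMR collection was tested on cells seeded in medium containing 10% Nu serum, with a 24 hr compound exposure preceded by 12 hours of culture.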
# HT1080 IDH1KD tx – qHTS for induction of synthetic lethality in tumor cells producing 2HG: qHTS for the HT-1080-IDH1KD cell line; 360,000 tested, 2% active; Potency, µM (series often up to 46.1 µM), for the others: at the highest dose activity, negative = toxicity, hits mostly cytotoxic; HT-1080 IDH1 knockdown viability, ATP luminescence, 48 h; AID 686971, 2013;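 note: potency is the fitted concentration of half-maximal effect; 0% = DMSO wells and -100% = cell-free medium wells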
#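 After a 2 h attachment period, IDH1KD HT-1080 cells took pin-transferred compound for 48 h at 37 °C; ATP-based luminescence after 10 min room-temperature reagent incubation reported viability.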
# SW480 rereplic – A quantitative high throughput screen for small molecules that induce DNA re-replication in SW480 colon adenocarcinoma cells; SW480 DNA re-replication, Hoechst DNA content imaging, 48 h; Potency, µM (highest dose often 46.1 µM), for the others: at the top dose re-replication activation, usual class: activators; 340,000 tested, 1.8% active; AID 624297, 2012; note: potency is the fitted concentration of half-maximal effect; % of control where 0% means no effect; nearly all actives have a fitted effect of over 55% in size
#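 SW480 cells exposed to compounds for 48 hr at 37 C, 5% CO2, then Hoechst-stained 40 min. Nuclear DNA content imaged by fluorescence scanning (405 nm excitation, 500-530 nm emission); re-replication scored as increased high-intensity nuclei.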
# IL-1B inflam inh – qHTS for Inhibitors of Inflammasome Signaling: IL-1-beta AlphaLISA Primary Screen; THP-1 LPS/ATP IL-1B secretion, AlphaLISA, 16 h; hits give low values; activity change, % at 57.5 µM; AID 743279, 2014; 360,000 tested, 4.7% active; in the data active = activity change below about -50%; inconclusive = mostly about -30% to -49%; note: % is set by controls: 0 for no effect and ±100 for the full control effect
#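 Secreted IL-1B measured by AlphaLISA bead assay after 16 h compound exposure of THP-1 cells; compounds (final up to 57.5 uM) added 1 h before LPS (250 ng/mL) and ATP (1.25 mM) stimulation; lower signal means less secretion.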
# HT1080NT lethal – qHTS for induction of synthetic lethality in tumor cells producing 2HG: qHTS for the HT-1080-NT fibrosarcoma cell line; HT-1080-NT fibrosarcoma viability, CellTiter-Glo ATP luminescence, 48 h; Potency, µM (doses to about 46.1 µM), for the others: at the highest dose activity, negative = less viability, actives largely listed as cytotoxic; 360,000 tested, 1.6% active; AID 686970, 2013;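 note: NT is the 2HG producing partner of a matched IDH1 knockdown line; potency is the fitted concentration of half-maximal effect; 0% = DMSO-treated cells and -100% = media-only wells without cells; nearly all actives have a fitted effect of over 55% in size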
#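 Viability of the 2HG-overproducing fibrosarcoma line after 48 hours of compound exposure at 37 degrees C was determined by luminescence with CellTiter-Glo, and concentration-effect curves were then fitted and categorized.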
# MCF10A rereplic – A quantitative high throughput screen for small molecules that induce DNA re-replication in MCF 10a normal breast cells. MCF 10A DNA re-replication, Hoechst nuclear intensity, 48 h. Potency, µM (titrated, usually from 46.1 µM), inactives show top-dose activity, positive = re-replication, usual class: activators. 350,000 tested, 2.9% active. AID 624296, 2012; note: potency is the fitted concentration of half-maximal effect; % of control where 0% means no effect; nearly all actives have a fitted effect of over 50% in size
# KB-3-1 tox – qHTS assay for MDR1-selective chemotherapeutics: Primary screen using the parental adenocarcinoma cell KB-3-1 | KB-3-1 viability, CellTiter-Glo ATP luminescence, 72 h | Potency, µM (highest dose often 46.1 µM), for inactives: top-dose activity change, negative = cytotoxic, hits mostly cytotoxic | 400,000 tested, 1.4% active | AID 1347075, 2019; note: potency is the fitted concentration of half-maximal effect; % is set by controls: 0 for no effect and ±100 for the full control effect; nearly all actives have a fitted effect of over 60% in size
#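 KB-3-1 parental drug-naive adenocarcinoma cells in DMEM/10% FBS, incubated 72 h at 37 C with pin-transferred compounds across a concentration series. Viability by CellTiter-Glo luminescence; concentration-response curves fitted after normalization.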
# Numbers without * were called inactive; ? = inconclusive; / = no result given; & = joins results of further samples; [ ] = another dose, or the depositor's remark. Unless noted, calls come from the whole dose curve; as a rule, active = well fitted curve in the direction sought with a large enough effect; inconclusive = small, poorly fitted or top-dose-only effect, or another doubt; inactive = no such curve, though single readings can be large; an effect the other way counts as inactive or inconclusive.
SMILES,DRD3 agonist,KB-V1 cytotox,HEK293 tox,HT1080 IDH1KD tx,SW480 rereplic,IL-1B inflam inh,HT1080NT lethal,MCF10A rereplic,KB-3-1 tox
CCN(CC)S(=O)(=O)c1ccc(N/N=C/c2ccc(O)cc2)nc1,2,-10%,-8%,-16%,0%,1,-28%,-20%,1%
CCOc1ccc(NS(=O)(=O)c2ccc(-c3coc(C)n3)cc2)cc1,0,-8%,16%,-15%,-5%,24,4%,-11%,-11%
COc1cccc(C2=NS(=O)(=O)N(C)C(C(=O)Nc3ccccc3SC)=C2)c1,-10,0%,2%,/,/,/,/,/,-2%
COc1ccccc1CCn1c(N)cc(=O)[nH]c1=O,-11,?,1%,-9%,-1%,0,1%,6%,0%
COC(CC(=O)NNC(=S)Nc1ccc(Cl)cc1)OC,-4,1%,2%,-1%,-9%,-7,3%,-7%,2%
COc1ccc(Br)cc1CNC(=O)c1nn(-c2ccc(C)cc2)c(=O)c2c1c1ccccc1n2C,-19,17%,2%,/,/,/,/,/,1%
COc1ccc(CNC(=O)CN(Cc2ccc(C)cc2)C(=O)c2csnn2)cc1,-10,-27%,14%,7%,-13%,7,4%,0%,2%
CCOC(=O)c1c(C)n(CC)c2c1cc(O)c1ccccc12,-16,-4%,-7%,16%,-2%,-16,?,-1%,-3%
Cc1ccc(C(=O)OCC(=O)Nc2cc(F)ccc2F)cc1NC(=O)c1ccco1,2,?,-24%,-1%,-8%,6,-4%,3%,-13%
COc1ccc(C2N=C(N)N=C(N)N2c2ccc(C)cc2)cc1 (stereo not given),-3,-10%,7%,-16%,-9%,?,0%,-11%,-18%
O=C(Cn1cc(S(=O)(=O)Cc2ccc(F)cc2)c2ccccc21)NCc1ccccc1Cl,-21,-16%,-9%,/,/,/,/,/,0%
CC(C)(C)OC(=O)N1CCc2onc(-c3ccc([N+](=O)[O-])cc3)c2C1=O,-12,13%,6%,-4%,/,-27,-1%,/,-14%
Fc1ccc(CN2C3=NCCN3c3ccccc32)cc1,-3,1%,-4%,-15%,?,-7,1%,?,-6%
Cc1ccc2cc(CN(CCc3ccccc3)C(=S)NCCCN(C)C)c(=O)[nH]c2c1,-17,-1%,?,?,?,?,26µM*,?,-16%
COc1ccccc1N1CCN(C(=O)CNC(=O)Cn2cnc3sc(C)c(C)c3c2=O)CC1,-12,-9%,1%,-1%,-2%,8,-4%,9%,-11%
COc1ccc(CCN2C(=O)CC(C(N)=O)SC2=Nc2ccc(F)cc2)cc1OC (stereo not given),-8,-11%,-10%,0%,-2%,-14,-11%,8%,-4%
COC(=O)c1sccc1NC(=O)Nc1cccc([N+](=O)[O-])c1,-2,0%,5%,-7%,1%,2,4%,4%,15%
NS(=O)(=O)c1ccc(NC(=O)CN2CCCN(S(=O)(=O)c3ccc(F)cc3)CC2)cc1,-4,4%,8%,-2%,?,0,-3%,-6%,0%
O=C(COc1ccc(Cl)cc1Cl)Nc1ccc(C(=O)Nc2ccccc2C(=O)O)cc1,2,14%,-25%,-5%,-9%,23,8%,-2%,-4%
CCN(C(=O)c1ccc(S(=O)(=O)N2CCCCC2)cc1)C1CCS(=O)(=O)C1 (stereo not given),-11,-7%,-4%,0%,21%,3,-4%,2%,-2%

# Next part; it opens with the four that closed the last part.
SMILES,DRD3 agonist,KB-V1 cytotox,HEK293 tox,HT1080 IDH1KD tx,SW480 rereplic,IL-1B inflam inh,HT1080NT lethal,MCF10A rereplic,KB-3-1 tox
COC(=O)c1sccc1NC(=O)Nc1cccc([N+](=O)[O-])c1,-2,0%,5%,-7%,1%,2,4%,4%,15%
NS(=O)(=O)c1ccc(NC(=O)CN2CCCN(S(=O)(=O)c3ccc(F)cc3)CC2)cc1,-4,4%,8%,-2%,?,0,-3%,-6%,0%
O=C(COc1ccc(Cl)cc1Cl)Nc1ccc(C(=O)Nc2ccccc2C(=O)O)cc1,2,14%,-25%,-5%,-9%,23,8%,-2%,-4%
CCN(C(=O)c1ccc(S(=O)(=O)N2CCCCC2)cc1)C1CCS(=O)(=O)C1 (stereo not given),-11,-7%,-4%,0%,21%,3,-4%,2%,-2%
O=C(NCc1ccccc1)c1ccc2c(c1)C(=O)N(Cc1cccnc1)C2=O,3,?,5%,3%,3%,37,10%,-1%,-3%
CCOC(=O)C1=C(C)Nc2nnnn2C1c1cccc(OC)c1OC (stereo not given),0,-10%,-18%,-5%,-2%,13,9%,-1%,-1%
Cc1ccc(-c2cc(C(F)F)nc(NCC3CCCO3)n2)cc1 (stereo not given),-9,?,2%,-26%,2%,?,-14%,4%,-22%
CCC1(C)OC(=O)N(CCCn2ccnc2C)C1(C)O (stereo not given),1,28%,-11%,12%,-17%,8,19%,-1%,-3%
Cc1ccc(Cl)cc1N1CCN(C(=O)c2cc(S(=O)(=O)N3CCCCC3)cn2C)CC1,-9,-9%,3%,/,/,/,/,/,5%
CCCCn1c(N)c(N(CCC(C)C)C(=O)c2cc(Cl)nc3ccccc23)c(=O)[nH]c1=O,5,-25%,15%,-1%,3%,11,3%,4%,2%
Cc1c(C(=O)N/N=C/c2cccnc2)sc(=S)n1C,-17,-23%,-5%,-26%,?,12,-13%,17%,16%
COc1ccc(-c2oc3ccc(-c4ccc(OC)nc4)cc3c2-c2ccc(OC)cc2)cc1,6,2%,7%,3%,?,-7,6%,6.5µM*,-6%
Cc1ccc(C(=O)N/C(=C/c2cccs2)C(=O)NCc2ccco2)cc1,-14,21%,-3%,22%,1%,8,24%,1%,13%
O=C(Nc1cccc(NC(=O)c2ccccc2F)c1)c1ccccc1,0&3,-8%&12%,3%&-3%,-1%,?,-54*,-8%,2%,20%&5%
Cc1nnc2ccc(Oc3ccc(-c4ccccc4)cc3)nn12,30,0%,-17%,?,0%,-6,-27%,0%,0%
Cc1ccc(C(=O)NCc2ccc3c(c2)OCO3)c(C)c1,4,0%,-3%,-2%,-4%,3,-1%,-2%,1%
CCOC(=O)COc1cc(O)c2c(=O)cc(-c3ccccc3)oc2c1,-4,2%,4%,-6%,-4%,21,23%,2%,-3%
CCN(CC)S(=O)(=O)c1ccc(N2CCOCC2)c(NC(=O)c2ccc3c(c2)OCCO3)c1,19,-23%,-3%,0%,-1%,-4,2%,4%,11%
O=C(NCC(=O)N(c1cccnc1)C(C(=O)NC1CCCCC1)c1ccccc1F)c1ccco1 (stereo not given),-27,-40%,-7%,-8%,-56%[inhibitor],-19,0%,?,-19%
C=CCSC1=C(C#N)C(c2ccccc2Cl)C(C(=O)c2cccs2)C(O)(C(F)(F)F)N1 (stereo not given),-4,16µM*,6%[1.53 µM],-16%,4%,10,-11%,?,?
COc1ccc(N2CCN(C(CNC(=O)c3cccs3)c3ccco3)CC2)cc1 (stereo not given),0,-23%,-9%,2%,-2%,-7,5%,8%,2%
CC1CC(NC(=O)c2c(O)nc3ccccn3c2=O)CC(C)(C)C1 (stereo not given),-6,21µM*,0%,-1%,-4%,0,-4%,-4%,-7%
COc1ccc(C2OC(=O)CC2C(=O)N2CCN(c3cc(Cl)ccc3C)CC2)cc1OC (stereo not given),4,-2%,3%,4%,0%,-3,0%,-1%,-2%
CCc1ccc(-c2cc(C)no2)cc1S(=O)(=O)NCCN1CCC(C)CC1,-17,-55%,-8%,-23%,1%,?,-28%,10%,?
CCCNC(=O)CCn1cc(-c2ccc(OC)cc2)nc1CCN,-4,-7%,-38%,1%,6%,15,5%,?,-9%
CCOc1ccc(C(C)=O)cc1N1C(=O)C2C(C1=O)C1C=CC2C12CC2 (stereo not given),2,?,-8%,20%,0%,11,-5%,-3%,-3%
CC(=O)c1cccc(NC(=O)c2ccccc2-c2ccccc2C(=O)O)c1,-3,15%,-5%,-3%,2%,-7,3%,-8%,19%
O=C(O)CCCNCc1ccccc1F,2,1%,17%,0%,-3%,11,-3%,-3%,0%
CC(C)CCN1CCN(Cc2cccc3cccnc23)CC1CCO (stereo not given),-7,-23%,0%,-1%,-14%,33,-25%,-10%,17%
CC(=O)N1CCc2cc(S(=O)(=O)NCCC(=O)NC3CCN(Cc4ccccc4)CC3)ccc21,-3,7%,0%,-2%,-1%,-24,0%,1%,1%

# Of the compounds above, 3 have an NH in an aromatic ring.
SMILES,DRD3 agonist,KB-V1 cytotox,HEK293 tox,HT1080 IDH1KD tx,SW480 rereplic,IL-1B inflam inh,HT1080NT lethal,MCF10A rereplic,KB-3-1 tox
COc1ccccc1CCn1c(N)cc(=O)[nH]c1=O,-11,?,1%,-9%,-1%,0,1%,6%,0%
Cc1ccc2cc(CN(CCc3ccccc3)C(=S)NCCCN(C)C)c(=O)[nH]c2c1,-17,-1%,?,?,?,?,26µM*,?,-16%
CCCCn1c(N)c(N(CCC(C)C)C(=O)c2cc(Cl)nc3ccccc23)c(=O)[nH]c1=O,5,-25%,15%,-1%,3%,11,3%,4%,2%
